Compound activity deposited in PubChem BioAssay by National Center for Advancing Translational Sciences (NCATS).
MBNL1 CUG block: blocks human MBNL1 binding to CUG repeat RNA. Q9NR56. TR-FRET MBNL1-His/biotin-(CUG)12 binding, 665/545 ratio. Potency, µM (top dose mostly 57.5 µM), for the others: top-dose activity change, negative = inhibition, actives largely listed as inhibitors. 280,000 tested, 0.036% active. AID 2675; active = well fitted inhibition curve with a large enough effect in the signal ratio, with a control signal flat, not every such curve was filed as active; inconclusive = small, poorly fitted or top-dose-only effect, or effect the other way, or a change in a side signal; inactive = no such curve, though single readings can be large or run the other way; the % refers to the signal ratio; also: potency is read from the fitted curve at half-maximal effect; % is scaled to controls: 0 for no effect and ±100 for the full control effect
Target sequence (Q9NR56 whole entry, looked up): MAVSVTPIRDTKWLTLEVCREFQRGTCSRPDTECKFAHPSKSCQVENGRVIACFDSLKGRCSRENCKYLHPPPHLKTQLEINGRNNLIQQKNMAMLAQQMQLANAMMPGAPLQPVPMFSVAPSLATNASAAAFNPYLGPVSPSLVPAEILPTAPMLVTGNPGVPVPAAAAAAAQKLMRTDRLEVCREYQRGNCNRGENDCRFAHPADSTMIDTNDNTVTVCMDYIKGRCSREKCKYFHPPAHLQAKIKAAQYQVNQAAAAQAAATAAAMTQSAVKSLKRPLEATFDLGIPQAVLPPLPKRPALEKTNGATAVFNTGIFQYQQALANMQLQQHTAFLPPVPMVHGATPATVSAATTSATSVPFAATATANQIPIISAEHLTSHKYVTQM
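Compounds (final 92 nM to 58 uM) are added to His-tagged MBNL1 and biotin-(CUG)12, then terbium anti-His antibody and streptavidin-XL665 (5 nM final). After 60 min at room temperature, the 665/545 nm ratio is read.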
KCNH2 WT inh: blocks the wildtype human KCNH2 potassium channel; Q12809; U2OS, BacMam KCNH2, thallium flux FluxOr; hits give low values; activity change, % at 1.84 µM; 340,000 tested, 0.37% active; AID 720551;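 active = maximum activity change below -70%; inconclusive = maximum activity change between -70% and -50%; inactive = maximum activity change above -50%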; also: % is scaled to controls: 0 for no effect and ±100 for the full control effect
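U2OS cells transduced with wild-type KCNH2 virus are loaded with FluxOr dye for 45 min, and thallium flux is measured in kinetic reads before and after stimulation buffer. Rate constants are normalized to DMSO controls.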
TSHR antag: human thyrotropin receptor antagonism; TSHR-expressing cells, TSH-stimulated cAMP HTRF, 2 h; hits give low values; activity change, negative = inhibition, % at 11.5 µM; 330,000 tested, 0.2% active;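 active = activity change below a set negative limit, meaning inhibition stronger than a set level, cut at about -70% in these data; inconclusive = activity change between two set negative limits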; also: % is scaled to controls: 0 for no effect and ±100 for the full control effect
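Inhibition of cAMP made by TSHR-expressing cells under TSH stimulation (4nM final, EC80; 2 h, 37 deg C) is quantified with a one-step lysis HTRF kit, anti-cAMP cryptate versus cAMP-d2.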
Mito fusion yeast: mitochondrial division inhibition or fusion activation; S. cerevisiae fusion-defective mutant growth rescue, CellTiterGlo 48 h; Potency, µM (series often up to 46.1 µM), without a hit: at the top dose growth rescue (activation), actives largely listed as activators; 320,000 tested, 0.23% active;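 also: potency is read from the fitted curve at half-maximal effect; % of control where 0% means no effect; nearly all actives have a fitted effect of over 45% in size; temperature-sensitive fusion mutants such as fzo1-1 at 37 °C on non-fermentable ethanol glycerol medium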
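Growth-rescue viability read-out: after 48 h at the non-permissive 37C in glycerol/ethanol YPEG, yeast mitochondrial fusion mutants are measured by CellTiterGlo luminescence; compounds (23 nl pinned per well) restoring growth score as division inhibitors or fusion activators.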
Menin-MLL TR inh: inhibitors of human menin-MLL interaction, mutant MLL peptide | Menin + Texas Red MLL mutant peptide, fluorescence polarization | 270,000 tested, 0.23% active | Potency, µM (highest dose often 61.6 µM), for inactives: at the highest dose FP activity change, negative = inhibition, hits mostly inhibitors | AID 1768; active = well fitted inhibition curve with a large enough effect in the polarisation, with a control signal flat, not every such curve was filed as active; inconclusive = small, poorly fitted or top-dose-only effect, or effect the other way, or a change in a side signal; inactive = no such curve, though single readings can be large or run the other way; the % refers to the polarisation; also: potency is read from the fitted curve at half-maximal effect; % of control where 0% means no effect; many of its hits are not listed in these tables
S-ASM inh: inhibitors of human secretory acid sphingomyelinase; 340,000 tested, 0.006% active; Potency, µM (series often up to 57.5 µM), for inactives: at the top dose activity change, negative = inhibition, usual class: inhibitors; placental ASM, HMU-PC fluorogenic substrate, 60 min; also: potency is read from the fitted curve at half-maximal effect
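qHTS format. ASM enzyme prepared from human placenta hydrolyses the fluorogenic substrate HMU-PC0 (9 uM final) over 60 min at 37 °C after a 10 min compound preincubation.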
PKM2 act: activators of human pyruvate kinase M2; Potency, µM (doses to about 57.5 µM), inactives show at the top dose activation, most hits filed as activators; P14618; 260,000 tested, 0.34% active; purified PKM2, Kinase-Glo ATP luminescence, activation; response scale: 0% is enzyme alone, no compound; also: potency is read from the fitted curve at half-maximal effect; % is scaled to controls: 0 for no effect and ±100 for the full control effect; nearly all actives have a fitted effect of over 55% in size
Target sequence (P14618 whole entry, looked up): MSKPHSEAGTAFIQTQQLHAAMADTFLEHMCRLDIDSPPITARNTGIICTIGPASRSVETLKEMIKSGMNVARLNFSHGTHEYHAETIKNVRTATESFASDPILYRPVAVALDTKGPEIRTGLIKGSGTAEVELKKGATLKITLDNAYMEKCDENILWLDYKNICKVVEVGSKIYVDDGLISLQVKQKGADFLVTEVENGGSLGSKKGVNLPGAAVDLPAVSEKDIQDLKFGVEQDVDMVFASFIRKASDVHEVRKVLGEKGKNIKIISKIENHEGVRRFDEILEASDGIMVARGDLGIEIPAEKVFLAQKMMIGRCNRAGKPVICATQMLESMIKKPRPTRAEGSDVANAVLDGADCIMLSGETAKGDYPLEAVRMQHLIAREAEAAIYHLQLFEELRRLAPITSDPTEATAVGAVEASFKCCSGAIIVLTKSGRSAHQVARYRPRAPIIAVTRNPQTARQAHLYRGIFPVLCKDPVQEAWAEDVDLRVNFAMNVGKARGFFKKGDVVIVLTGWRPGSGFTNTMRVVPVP
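Purified hPK-M2 (>95%) run at intermediate activity with 0.1 mM ADP and 0.5 mM PEP in 50 mM imidazole pH 7.2, KCl, MgCl2; 1 h room temperature. ATP formed read by Kinase-Glo luminescence; normalized to uninhibited and no-enzyme controls.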
GALK inhibitor: galactokinase (human) inhibition. P51570. Purified GALK, Kinase-Glo residual ATP luminescence. Potency, µM (top dose mostly 57.5 µM), without a hit: top-dose activity change, negative = inhibition, most hits filed as inhibitors. 270,000 tested, 0.007% active. AID 1868; also: potency is read from the fitted curve at half-maximal effect; % is scaled to controls: 0 for no effect and ±100 for the full control effect
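Galactose (100 uM) and ATP (35 uM) were turned over by 5 nM GALK for 1 h at RT. Kinase-Glo Plus then converted the remaining ATP into a luminescent signal.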
USP2a block: USP2a (human) protease inhibition. AID 463254. 330,000 tested, 0.01% active. Potency, µM (series often up to 38.3 µM), without a hit: at the top dose activity change, negative = inhibition, hits mostly inhibitors. O75604. USP2 core, Ub-CHOP2 coupled fluorogenic reporter, 485/531;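 also: potency is read from the fitted curve at half-maximal effect; plate controls were DMSO wells for no effect and full inhibition by NEM control for full effect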
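USP2 core (10nM final) preincubated 30min RT with compound in 20mM Tris-HCl pH 8.0, 2mM CaCl2, 2mM beta-mercaptoethanol, 0.05% CHAPS; 25nM Ub-CHOP2 plus 25nM reporter substrate added, fluorescence (Ex485/Em531) read after 60min.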
BCR signal inh: chronic active BCR signaling inhibition | AID 493014 | 340,000 tested, 0.05% active | Potency, µM (titrated, usually from 46.1 µM), for inactives: at the highest dose ratio change, negative = lower green/red ratio, most hits filed as inhibitors | ABC-DLBCL IkBa-CBG/CBR reporter, luminescence ratio, 4 h; active = well fitted inhibition curve with a large enough effect in the signal ratio, with a control signal flat, not every such curve was filed as active; inconclusive = small, poorly fitted or top-dose-only effect, or effect the other way, or a change in a side signal; the % refers to the signal ratio;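 also: potency is read from the fitted curve at half-maximal effect; plate controls were basal doxycycline-induced cells for no effect and cells given 10 µM MG132 for full effect; MG132 reads +100%, hits lower the ratio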
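Compounds up to 46 uM were incubated four hours with TMD8 cells whose green CBG68 luciferase is fused to IkappaBalpha; red CBR luminescence normalised the signal, and concentration-effect curves were fitted to fusion, red and ratio data.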
Eya2 inh: Eya2 (human) phosphatase inhibition; O00167; recombinant Eya2, OMFP fluorescence dephosphorylation (OMFP is methylfluorescein phosphate); Potency, µM (series often up to 76.9 µM), without a hit: top-dose activity, negative = inhibition, usual class: inhibitors; 330,000 tested, 0.006% active; AID 488837; also: potency is read from the fitted curve at half-maximal effect; % is scaled to controls: 0 for no effect and ±100 for the full control effect
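Eya2 protein (added as 0.2 uM solution) was preincubated with compound for 10 min at ambient temperature in 50 mM HEPES pH 7.5, 50 mM NaCl, 5 uM MgCl2, 0.05% BSA, 1 mM DTT. OMFP (added at 50 uM) then reacted 10 min; fluorescence read at 485/525 nm.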
An asterisk follows results filed as active; i = inactive; ? = inconclusive; / = no result given; [ ] = dose if it differs, or a comment. Unless noted, calls follow the shape of the dose curve; as a rule, active = well fitted curve in the direction sought with a large enough effect; inconclusive = small, poorly fitted or top-dose-only effect, or another doubt; inactive = no such curve, though single readings can be large; an effect the other way counts as inactive or inconclusive. An excerpt; the hit share may differ from the screen's.

SMILES | MBNL1 CUG block | KCNH2 WT inh | TSHR antag | Mito fusion yeast | Menin-MLL TR inh | S-ASM inh | PKM2 act | GALK inhibitor | USP2a block | BCR signal inh | Eya2 inh
CC(C)(C)C(=O)C1=C(O)C(=O)N(Cc2ccccc2)C1c1ccccc1F (configuration not stated) | 30.5%[activator] | -0.8 | -2.0 | 3.5% | -2.7% | 4.5% | 3.1% | 4.4% | -0.7% | 12.5% | 0.5%
CC1=C(C(=O)Nc2ccccn2)C(c2ccc(F)cc2)n2ncnc2N1 (configuration not stated) | -2.0% | 0.2 | -2.5 | -2.2% | 10.3% | 45.1%[activator] | 0.2% | 1.7% | -1.7% | ? | 3.4%
NC(=O)c1nsc(C(=O)N(Cc2ccco2)C(C(=O)NCc2ccc(F)cc2)c2ccc(O)cc2)c1N (configuration not stated) | 18.1% | 10.4 | -15.3 | 1.1% | 8.4% | 108.9%[activator] | -4.1% | -3.9% | 0.2% | 2.0% | -13.6%
COc1ccccc1NC(=O)c1ccc(NC(=O)C2CC2C)cc1 (configuration not stated) | / | -4.9 | 6.7 | / | / | -3.0% | / | / | -5.4% | 0.5% | 4.8%
COCCn1nnnc1C(c1ccccc1Cl)N1CCN(c2ccccc2OC)CC1 (configuration not stated) | 4.4% | -0.9 | -9.1 | 6.9% | -19.7% | 2.1% | 5.9% | 5.2% | -1.6% | 3.9% | 6.4%
CC(C)(C)OC(=O)CN1C(=O)C(Sc2n[nH]c(-c3ccccc3)n2)CCc2ccccc21 (configuration not stated) | -5.8% | -26.3 | -10.7 | 9.5% | -8.2% | 0.3% | -1.6% | -4.1% | 2.4% | 16.2% | -4.6%
COc1ccc(-c2nc(N=Nc3ccc(O)cc3)n[nH]2)cc1 | / | 10.5 | -7.3 | -2.4% | 25.6% | -2.1% | -7.4% | 0.3% | -1.5% | ? | -4.0%
CSc1cccc(CN2CCN(Cc3ccccc3)C(CCO)C2)c1 (configuration not stated) | -5.7% | 13.2 | 8.1 | -0.7% | -20.2% | 2.8% | -1.0% | 3.4% | -1.1% | -19.8% | -5.4%
CCN(CC)S(=O)(=O)c1ccc(N/N=C(\C)c2ccc(OC)cc2O)nc1 | -3.6% | -2.4 | -3.0 | -5.8% | / | -23.5% | 3.5% | 0.0% | 0.0% | ? | ?
O=C1c2cc(Cl)ccc2OC2(CCNCC2)C12CC(c1ccc(Cl)cc1)=NO2 (configuration not stated) | 0.7% | 4.5 | 5.8 | -21.1% | / | -9.6% | -15.6% | 0.8% | -4.1% | 6.9% | 1.1%
NC(=O)C1CN(C(=O)c2nn(Cc3ccccc3)c(=O)c3ccccc23)c2ccccc2O1 (configuration not stated) | / | 8.3 | 7.0 | 0.7% | / | -3.2% | / | / | 1.4% | -5.1% | 16.3%
CC(C)Nc1nnc(SC(C)C(=O)NCc2ccc3c(c2)OCO3)s1 (configuration not stated) | -5.2% | 8.5 | 1.8 | 13.2% | -3.0% | 2.6% | 2.5% | 8.3% | 0.5% | 2.8% | 10.2%
COC(=O)CNC(=O)CN1C(=O)N(c2cccc(Cl)c2)C(N(O)C(=O)Nc2cccc(Cl)c2)C1(C)C (configuration not stated) | 1.4% | 3.6 | -29.3 | -2.9% | ? | -1.3% | 3.6% | -1.0% | 0.6% | ? | -19.6%
CCN(CC)c1ccc(/C=N/NC(=O)CNC(=O)c2ccccn2)cc1 | ? | 2.5 | -11.0 | -3.7%[9.22 µM] | 0.2% | 78.8%[activator] | 0.0% | -1.0% | -2.3% | -4.7% | -7.4%
Cc1nc2ccc(-c3nc4ccccc4[nH]3)cc2[nH]1 | -11.8% | i | 4.8 | 9.3% | ? | -2.7% | -13.6% | 0.7% | 0.2% | ? | -12.9%
CSc1ccccc1C(=O)N1CCC2(CC1)CC(=O)c1ccccc1O2 | / | 8.8 | -3.8 | -2.0% | / | -0.6% | / | / | -1.3% | 5.4% | -7.7%
COc1ccc(CN2C3CCCC2CC(NC(=O)Nc2ccccc2C)C3)cc1 (configuration not stated) | -3.7% | 68.6 | -10.2 | -2.8% | -11.0% | 1.8% | -5.4% | -2.2% | -0.7% | -0.2% | -23.0%
COc1cc(Br)cc(C=Nc2cccc(C(F)(F)F)c2)c1O | -22.8% | -2.0 | 0.6 | -0.4% | 6.9% | 2.2% | -6.2% | 3.1% | -3.2% | ? | 14.7%
CCOc1ccccc1NS(=O)(=O)c1ccc(-c2cnc(C3CC3)o2)cc1 | -4.7% | -8.2 | 29.1 | 1.3% | / | -0.5% | / | -0.3% | -7.9% | ? | -2.5%
Cc1nn(CC(=O)c2ccccc2Cl)c(C)c1[N+](=O)[O-] | -3.4% | -1.7 | -0.3 | -4.7% | 17.8% | -5.9% | 0.7% | -1.2% | -4.5% | 2.9% | 15.1%
O=C(NCCN1CCOCC1)c1ccccc1OCc1ccccc1 | / | 2.1 | -3.8 | / | / | -2.0% | / | / | 3.6% | -4.6% | -25.0%
Cc1ccc(SCCSc2nc(N)cc(=O)[nH]2)cc1 | -21.7% | -0.6 | 33.4 | 0.4% | -4.4% | 0.4% | 6.3%[11.5 µM] | -5.1% | -0.4% | ? | ?
COCCC(=O)N1CCCC(C(=O)c2ccc3c4c(cccc24)CC3)C1 (configuration not stated) | ? | -10.4 | -5.6 | 10.3% | -1.0% | 3.5% | -5.0% | 2.4% | -5.9% | ? | 10.3%
CC1=C(C)C(O)N(Cc2ccccc2)C1=O (configuration not stated) | -6.6% | 9.0 | 2.2 | 4.9% | 7.3% | 0.5% | 0.0% | -6.0% | 2.1% | -2.2% | 4.9%
Cc1cccc(NC2=NCC(=O)N2Cc2ccccc2)c1 | -8.5% | 9.1 | 6.8 | -1.1% | 18.4% | -1.0% | 2.8% | 0.1% | 4.4% | -5.1% | 10.9%
O=C(c1cc([N+](=O)[O-])ccc1N1CCOCC1)N1CCCC1 | ? | -3.4 | 3.6 | -3.6% | 1.9% | -1.6% | -1.7% | 1.1% | 5.0% | -2.5% | 6.5%
COc1ccc(CCNC(=O)c2c(O)c3cccc4c3n(c2=O)CC4)cc1OC | -5.4% | 6.1 | 5.1 | -4.4% | -6.7% | -0.1% | -3.1% | -2.6% | 0.4% | -0.9% | -5.8%
CCOc1ccc2nc(SCc3ccc(CC(=O)O)cc3)c(C#N)cc2c1 | 1.2% | 1.4 | -0.6 | 12.9% | -9.3% | 51.3%[activator] | -9.4% | 3.3% | 0.9% | -0.5% | 3.9%
CC(=O)OCC1OC(OC2C[C@]3(C)C(CC(O)C4C([C@](C)(CCC=C(C)C)OC5OC(CO)C(O)C(O)C5O)CC[C@]43C)[C@@]3(C)CCC(O)C(C)(C)C23)C(O[C@@H]2OC(C)C(O)C(O)C2O)C(O)C1O (some centres not stated) | / | -1.3 | 45.7 | / | / | -5.7% | / | / | -6.8% | -3.0% | 9.0%
COc1cc(OC)nc(NC(=O)CS(=O)(=O)c2ccccc2)n1 | -17.4% | 1.6 | -2.6 | 1.6% | -12.4% | 5.0% | 0.1% | -1.4% | -0.7% | 1.9% | 5.3%
CCCCn1c(=O)[nH]c(=O)c2c1nc(-c1ccccc1OC(F)F)n2C | -3.3% | -6.6 | -7.5 | -6.1% | 4.0% | 4.2% | / | 6.3% | -3.3% | ? | -0.9%
CCc1[nH]nc2c1C1(CCN(C(=O)c3ccccc3)CC1)C(C#N)=C(N)O2 | -6.7% | 5.7 | -8.2 | 2.8% | -8.8% | 2.3% | 11.0% | -1.5% | -0.5% | 0.3% | 7.5%
CCOC(=O)N1CCC(N(CCN(C)C)C(=S)Nc2cccc(Cl)c2C)CC1 | -3.3% | 9.3 | 10.6 | -5.7% | -6.1% | 1.8% | -1.6% | 0.3% | 2.3% | -0.5% | 1.0%
